# HepG2 tox: HepG2 cytotoxicity, counter-screen for TGF-b inhibitors | HepG2 CAGA-GFP viability, ATP luminescence, 18 h | Potency, µM (series often up to 46.1 µM), inactives show top-dose activity change, negative = cytotoxicity, hits mostly cytotoxic | 410,000 tested, 0.76% active; note: potency is the fitted concentration of half-maximal effect; some results filed as inactive show a strong effect at the top dose
#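 CellTiter-Glo luminescence gave cytotoxicity after 18 hours at 37 degrees C. The cells were HepG2 CAGA-GFP in 1% FBS DMEM, stimulated with 500 pg/mL TGF-beta after compound addition. %Activity was normalised to no-cell wells (complete cell-killing) and DMSO (no toxicity), and curves were fitted and classified.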
# CCT chaperon mod: cytosolic chaperonin activity modulation; activity change, % (test concentration not listed), hits read low; purified chaperonin ATPase assay, HTRF ADP detection, 30 min; 360,000 tested, 0.3% active; AID 651819; in the data active = activity change below about -30%; note: % is set by controls: 0 for no effect and ±100 for the full control effect
#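 TRiC (40 or 20 nM final, by batch activity) in 30 mM Tris pH 7.4, 100 mM KCl, 5 mM MgCl2, 1 mM DTT was treated with compound at 76 uM single dose, then 10 uM ATP, 30 min at 37 °C. ADP was read by HTRF Transcreener.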
# MmCpn inh: inhibitors of Methanococcus maripaludis chaperonin (MmCpn); AID 504842; 330,000 tested, 0.031% active; Potency, µM (titrated, usually from 76.9 µM), for inactives: at the top dose activity, negative = inhibition, hits mostly inhibitors; purified Mm-Cpn ATPase, ADP Transcreener TR-FRET; note: potency is the fitted concentration of half-maximal effect; % is set by controls: 0 for no effect and ±100 for the full control effect; nearly all actives have a fitted effect of over 80% in size
#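 Compound-treated chaperonin, 25 nM final, turns over 10 uM ATP at 37°C for 30 min following a 10 min preincubation; ADP generated competes with ADP-d2 for Eu-cryptate antibody, lowering FRET.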
# Abeta yeast res: compounds reversing amyloid beta toxicity in yeast | Potency, µM (highest dose often 46.1 µM), for the others: at the highest dose growth rescue, most hits filed as activators | 410,000 tested, 0.063% active | yeast expressing A-beta42, growth rescue, OD600, 48 h; response scale: 0% DMSO, 100% iron-clioquinol control | AID 1347071; note: potency is the fitted concentration of half-maximal effect; nearly all actives have a fitted effect of over 55% in size
#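 Yeast growth medium received pinned compounds, then yeast cells expressing toxic A-beta were added; plates incubated at 30 C for 48 hr. Growth read as absorbance at 600 nm, normalized to DMSO and equimolar FeCl3 plus clioquinol controls.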
# A549 viability: kills or reduces viability of A549 cells in Nrf2 counter-screen; A549 ARE-Fluc cells, CellTiter-Fluor viability, 18-24 h; Potency, µM (titrated, usually from 46 µM), without a hit: at the highest dose activity change, negative = cytotoxicity, hits mostly inhibitors; 390,000 tested, 0.16% active; AID 504648; note: potency is the fitted concentration of half-maximal effect; % is set by controls: 0 for no effect and ±100 for the full control effect
#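 A549 ARE-Fluc cells in 5% FBS OPTI-MEM, 5000 cells/well, rested 2 h then exposed to compounds in concentration-response for 18-24 h at 37 °C. Viability by CellTiter-Fluor fluorescence (Ex 405/Em 525) after 30 min; luciferase luminescence (BugLite, 15 min, RT) read afterwards.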
# pAkt inh: inhibitors of Akt phosphorylation; Neuro2A IGF-stimulated pAkt S473 HTRF, 20 min; active compounds read low; activity change, % for hits at 50 µM; 360,000 tested, 0.32% active; AID 651550; in the data active = activity change below about -80%; inconclusive = mostly about -51% to -80%; note: % is set by controls: 0 for no effect and ±100 for the full control effect
#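 Single-point screen (50 µM final compound) in Neuro2A cells stimulated 20 min with 6 nM IGF at 37 deg C. After lysis, Ser473-phosphorylated Akt read by HTRF (ex 330 nm, em 615/665 nm) as the 665/615 ratio.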
# TGFb inhibitor: TGF-b pathway inhibition; Potency, µM (titrated, usually from 46.1 µM), without a hit: at the top dose activity, negative = inhibition, hits mostly inhibitors; 410,000 tested, 1.2% active; HepG2 CAGA-GFP TGF-b/SMAD3 reporter, GFP fluorescence, 18 h; TGF-beta stimulated, 500 pg/mL final; AID 588855; note: potency is the fitted concentration of half-maximal effect; % is set by controls: 0 for no effect and ±100 for the full control effect; nearly all actives have a fitted effect of over 65% in size
#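 HEPG2 CAGA-GFP, 1000 cells/well; 2 h settle, 37 C; cpd via pin tool; TGF-b 500 pg/mL final; 18 h, 37 C; GFP imaging ex488/em500-530; %Activity normalised to -TGF-b and +DMSO controls; CRC fit, curve class.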
# Nrf2 block: blocks Nrf2 signaling. A549 ARE-Fluc reporter, luciferase luminescence, 18-24 h. Potency, µM (doses to about 46 µM), inactives show at the highest dose activity change, negative = inhibition, actives largely listed as inhibitors. 360,000 tested, 2.1% active. AID 504444; note: potency is the fitted concentration of half-maximal effect; % is set by controls: 0 for no effect and ±100 for the full control effect; nearly all actives have a fitted effect of over 60% in size
#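 A549 ARE_Fluc cells, 5000/well, 5% FBS OPTI-MEM; compounds in dose-response, 18-24 h at 37 °C/5% CO2; CellTiter-Fluor viability read (Ex 405/Em 525), then BugLite luciferase luminescence = Nrf2 activity.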
# Nrf2 activator: activates Nrf2 signaling; AREc32 ARE-luciferase reporter (MCF7-derived line), luminescence, 24 h; Potency, µM (top dose mostly 46.1 µM), without a hit: at the top dose activation, most hits filed as activators; 410,000 tested, 0.31% active; note: potency is the fitted concentration of half-maximal effect; % of control where 0% means no effect; nearly all actives have a fitted effect of over 65% in size
#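 AREc32 cells carrying an ARE-driven firefly luciferase, 1000 cells/well in OPTI-MEM with 5% FBS, dosed after overnight attachment and incubated 24 hr at 37 deg C. Steady-Glo luminescence read after 30 min at RT.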
# * marks the source's active call; other numbers are inactive results; i = inactive; ? = inconclusive; nt = no result given; ! = a repeat was not active; [ ] = remark or other dose. Unless noted, calls come from the whole dose curve; as a rule, active = well fitted curve in the direction sought with a large enough effect; inconclusive = small, poorly fitted or top-dose-only effect, or another doubt; inactive = no such curve, though single readings can be large; an effect the other way counts as inactive or inconclusive. Hits appear at their usual frequency (roughly 4.3% active in at least one column).
canonical_smiles,Nrf2 activator,Abeta yeast res,CCT chaperon mod,TGFb inhibitor,Nrf2 block,MmCpn inh,pAkt inh,A549 viability,HepG2 tox
CCCCCN(C(=O)CCC(=O)OCC(=O)Nc1ccc(C)cc1F)c1c(N)n(CCCC)c(=O)[nH]c1=O,3.7%,12%,0.1,0%,5%,1%,i,-7%,-2%
CCCc1n(CC(O)COCC2CC=CCC2)c2ccccc2[n+]1C (stereo unspecified),0.4%,-6%,-2.2,0%,-7%,4%,i,7%,1%
Fc1ccccc1N=C1Nc2cccc3cccc1c23,17%,11%,-0.1,-1%,-1%,1%,i,-14%,9%
COc1cc2[nH]c(O)c(C=O)c2cc1OC,-0.4%,-2%,0.0,32%[activator],2%,nt,i,2%,7%
CCCCS(=O)(=O)c1oc(-c2cccs2)nc1S(=O)(=O)c1ccc(F)cc1,?,-26%,nt,5µM*,?,nt,nt,?,5.6µM*
COc1ccc(S(=O)(=O)c2cn(C)c3cc(N4CCCCCC4)c(F)cc3c2=O)cc1,-0.6%,1%,nt,-1%,?,nt,nt,-24%,-6%
CCN1CCN(C(c2cccc(F)c2)c2c(O)cc(C)n(CCOC)c2=O)CC1 (stereo unspecified),3.8%,0%,nt,3%,nt,nt,nt,7%,-8%
CCc1[nH]nc(C(=O)N2CCCC(CCC(=O)N3CCN(c4ccccn4)CC3)C2)c1C (stereo unspecified),2.5%,0%,-3.8,3%,?,0%,i,-5%,4%
CCOc1ccc(C2C(C(=O)OC)=C(C)NC3=C2C(=O)c2ccccc23)cc1OC (stereo unspecified),15%,-3%,nt,2%,5%,nt,nt,?,-19%
CCCCC[C@H]1CN(CCc2ccccc2)C(=O)[C@@H]1CC(=O)NCc1ccc(OC)cc1,5.3%,5%,-2.6,10µM*,26µM*,1%,i,?,7.1µM*!
Brc1cc2c(cc1Br)OCCOCCOCCO2,0.2%,-6%,-4.7,3%,1%,1%,i,-18%,0%
CCC(C)NC(=O)c1ccc2c(c1)S(=O)(=O)c1ccccc1C2=O (stereo unspecified),1.9%,-26%,-2.8,3%,-4%,-3%,i,-2%,16%
COc1ccccc1Cn1c(=S)[nH]c2cc(C(=O)N3CCN(C)CC3)ccc2c1=O,0.0%,-7%,0.6,-3%,-19%,1%,i,0%,-2%
O=C(NNC(=O)c1ccco1)Nc1ccccc1,0.3%,6%,-0.3,17%,-1%,-3%,i,1%,0%
Cn1c(-c2sccc2OCc2cccc(C(F)(F)F)c2)n[nH]c1=S,5.0%,-5%,-2.2,-13%,-28%,-1%,i,-1%,-19%
CCCc1nc2n[nH]c(N)c2c2c1CCCC2,0.3%,18%,1.4,-1%,4%,0%,i,8%,3%
CC(=O)Nc1cccc(-c2nnc(SCC(=O)c3ccc([N+](=O)[O-])cc3)o2)c1,-0.5%,-19%,nt,21%,?,nt,nt,12%,6%
Cc1c(NC(=O)c2ccc3c(c2)C(=O)N(Cc2ccco2)C3=O)cccc1C(=O)O,0.0%,-16%,-2.3,0%,-6%,1%,i,-1%,-3%
O=c1oc2ccccc2c(O)c1/C=N/c1ccccn1,0.4%,3%,-0.7,3%,?,0%,i,-19%,-8%
Cc1ccc(OCC(=O)N/N=C2/SCC(=O)N2Cc2ccccc2)cc1,-0.4%[9.22 µM],19%,2.3,-4%,-15%,0%,i,13%,1%
COc1cc(Cn2c3ccc(NC(=O)CCc4cccnc4)cc3c(=O)n2C)ccc1F,0.2%,-18%,-0.2,-17%,nt,nt,i,nt,-15%
Cc1cc(C)cc(NC(=O)CCc2c(C)nn(-c3ccc(N4CCOCC4)nn3)c2C)c1,-0.2%,-4%,-2.2,-1%,19%,1%,i,4%,5%
COCCNC(=O)C(=O)N/N=C(\C)CC(=O)Nc1ccc2c(c1)OCO2,0.2%,7%,-1.5,17%,7%,1%,i,1%,-1%
O=C(COC(=O)CNC(=O)c1ccccc1F)Nc1ccc2[nH]c(=O)[nH]c2c1,0.2%,-2%,-1.3,1%,3%,-4%,i,-7%,2%

# 2 entries from above, field by field:
O=c1oc2ccccc2c(O)c1/C=N/c1ccccn1
  Nrf2 activator: 0.4% | Abeta yeast res: 3% | CCT chaperon mod: -0.7 | TGFb inhibitor: 3% | Nrf2 block: ? | MmCpn inh: 0% | pAkt inh: i | A549 viability: -19% | HepG2 tox: -8%

CCCc1nc2n[nH]c(N)c2c2c1CCCC2
  Nrf2 activator: 0.3% | Abeta yeast res: 18% | CCT chaperon mod: 1.4 | TGFb inhibitor: -1% | Nrf2 block: 4% | MmCpn inh: 0% | pAkt inh: i | A549 viability: 8% | HepG2 tox: 3%

# (listing goes on)
canonical_smiles,Nrf2 activator,Abeta yeast res,CCT chaperon mod,TGFb inhibitor,Nrf2 block,MmCpn inh,pAkt inh,A549 viability,HepG2 tox
CC1(C)Cc2c(sc3nc(-c4ccccc4)oc(=O)c23)CO1,-0.2%,-3%,-0.1,-1%,3%,0%,i,-8%,3%
Cc1ccc2c(c1)N(C(=O)Nc1cccc(C)c1C)CCO2,-0.2%,-6%,nt,0%,-20%,nt,nt,2%,-6%
COc1ccc(C(C(=O)NC2CCCCC2)N(C(=O)c2sc(C)nc2C)c2ccc(C(C)=O)cc2)cc1 (stereo unspecified),0.1%,7%,3.2,-8%,-16%,-1%,i,4%,-8%
CC(=O)N1CCN(C(=O)c2ccc(NS(=O)(=O)c3ccc4c(c3)OCCO4)cc2)CC1,-1.1%,14%,-1.7,1%,-4%,1%,i,-2%,-7%
C=CCn1c(=NC(=O)CN2C(=O)CCC2=O)sc2cc(S(N)(=O)=O)ccc21,2.8%,19%,0.1,29%,1%,1%,i,-1%,3%
O=C(Nc1ncccc1O)c1ccc(S(=O)(=O)N2CCCCCC2)cc1,12%,5%,-0.3,0%,25%,0%,i,-5%,-19%
NNC(=O)Cn1nnc(-c2ccc(C(F)(F)F)cc2)n1,2.3%,-1%,-0.5,?,6%,0%,i,-6%,-81%
Cc1cccc(OCCn2c(S(=O)(=O)O)nc3ccccc32)c1,0.2%,-3%,0.6,-2%,-18%,-3%,i,0%,-86%
COc1cccc(N2CC(NS(=O)(=O)c3cccs3)CC2=O)c1 (stereo unspecified),0.2%,-2%,-0.6,-12%,4%,-1%,i,2%,-4%
COC(=O)c1ccc(CSc2nnc(C)n2N)o1,-0.1%,15%,-1.2,1%,8%,2%,i,-7%,14%
COc1ccccc1Nc1c2c(nc3ccccc13)CCC2,0.5%,-15%,1.8,18µM*,-10%,0%,i,0%,-27%
COc1ccc(-n2nc(C(=O)N3CCN(c4ccc(F)cc4)CC3)c3c4ccccc4n(C)c3c2=O)cc1,1.1%,-5%,nt,-26%,21%,nt,nt,-1%,4%
Cc1ccccc1C(=O)NCc1nc2cccnc2n1Cc1ccccc1,-0.2%,12%,nt,3%,nt,nt,nt,-1%,-10%
CC(=O)C[C@H](O)CC(=O)[C@H]1OC(=O)CC/C=C\Cc2ccccc21,-0.2%,0%,-1.3,21%,-7%,-4%,i,2%,30%
COc1ccc(N2C(=O)CSC23C(=O)N(Cc2ccc(C)cc2)c2ccccc23)cc1Cl (stereo unspecified),1.0%,-15%,nt,-3%,?,nt,nt,-7%,-20%
O=C(CCNC(=O)c1ccco1)NCc1ccccc1,-0.6%,9%[9.22 µM],-1.1,1%,nt,1%,i,7%,-17%
CC(C)(C)C1CCc2onc(C(=O)N3CCOCC3)c2C1 (stereo unspecified),-0.6%,1%,-0.7,-25%,-1%,0%,i,-7%,-16%
CCN(Cc1ccccc1)C(=O)c1cc(COc2c(F)cccc2F)on1,-0.8%,-8%,-1.1,2%,0%,0%,i,2%,6%
Cc1cc(NC(=O)CSC2=Nc3ccccc3C3=NC(Cc4ccccc4)C(=O)N23)n[nH]1 (stereo unspecified),0.2%,8%,1.0,-15%,11%,2%,i,-16%,0%
COc1ccc(CCNC(=O)CCc2c(C)c3cc4c(C)coc4c(C)c3oc2=O)cc1OC,1.0%,-12%,nt,-27%,-5%,nt,nt,0%,-9%
CCn1c2ccccc2c2cc(NC(=O)c3cc(OC)c(OC)c(OC)c3)ccc21,-0.4%,2%,-3.5,0.79µM*,-7%,-5%,i,-20%,11%
COc1nc(OC)nc(N2CCC(C(=O)NC3CCCCCC3)CC2)n1,0.1%,10%,-1.3,3%,?,1%,i,-15%,-23%
CNC(=O)c1c(O)c2cccc3c2n(c1=O)CCC3,11%,12%,-3.2,1%,-18%,-1%,i,-3%,0%
c1ccc(N2CCN(c3nc(NCc4ccco4)c4ccccc4n3)CC2)cc1,8.9%,-11%,-5.4,?,?,2%,i,?,-60%
CC(=O)N(C(C)=O)N1C(=O)C2C3c4ccccc4C(c4ccccc43)C2C1=O (stereo unspecified),-0.8%,-36%[inhibitor],1.3,?,9.2µM*,1%,i,?,-21%
Cc1cccc(N2C(=O)CC(SC(N)=Nc3ccccc3)C2=O)c1 (stereo unspecified),0.9%,-12%,-1.4,-14%,-10%,-6%,i,1%,4%
COc1ccc(NS(=O)(=O)c2cccc(C(=O)NNC(=O)c3cccc(NC(C)=O)c3)c2)cc1,-0.4%,-10%,-0.9,3%,8%,1%,i,-2%,4%

# Screening data deposited in PubChem by National Center for Advancing Translational Sciences (NCATS).
